Source: PubChem BioAssay
CHRM5 PAM = CHRM5 positive allosteric modulation; P08912; hit rate 0.3% among 360,000; activation, % at 3 µM; CHO-K1 hM5, Fluo-8 calcium, ACh EC20 PAM; 0% = ACh EC20, 100% = ACh EC100;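 active means activation above the run cutoff, the mean activation of all test compounds plus 3 SD, cut at about 18% in these data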
Target sequence (P08912 whole entry, looked up): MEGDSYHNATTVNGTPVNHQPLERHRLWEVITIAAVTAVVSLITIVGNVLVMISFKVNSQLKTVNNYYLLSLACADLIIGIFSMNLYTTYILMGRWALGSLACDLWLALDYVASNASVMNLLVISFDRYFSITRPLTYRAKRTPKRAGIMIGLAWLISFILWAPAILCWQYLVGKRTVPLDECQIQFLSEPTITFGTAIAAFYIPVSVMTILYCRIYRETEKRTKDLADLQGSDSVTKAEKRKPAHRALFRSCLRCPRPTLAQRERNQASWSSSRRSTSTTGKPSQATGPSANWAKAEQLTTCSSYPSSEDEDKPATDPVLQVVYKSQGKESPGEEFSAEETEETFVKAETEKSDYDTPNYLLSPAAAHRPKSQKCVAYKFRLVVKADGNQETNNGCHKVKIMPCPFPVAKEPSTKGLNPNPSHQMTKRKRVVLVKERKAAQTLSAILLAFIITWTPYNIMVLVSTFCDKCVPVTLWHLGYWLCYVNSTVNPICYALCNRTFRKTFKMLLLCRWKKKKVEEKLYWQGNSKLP
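Replicates: One well per compound, no replicates | System: Human M5 receptor in CHO-K1 cells | Benchmarks: Low control EC20 acetylcholine (0%), high control EC100 acetylcholine (100%) | Probe or stimulus: Acetylcholine, EC20 level | Times: Fluo-8 loading 80 min at 37 °C plus 30 min room temperature | Signal: Intracellular calcium via Fluo-8 fluorescence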
CHRM4 antagonist = CHRM4 antagonism in calcium assay; hit rate 0.73% among 360,000; CHO-hM4 cells, ACh EC80, Fluo-8 calcium fluorescence; inhibition, % at 3 µM;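 active means inhibition above its plate's cutoff, the mean inhibition of sample wells plus 3 SD, cut at about 27% in these data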;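 further: 0% = acetylcholine EC80 with DMSO and 100% = DMSO without agonist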
Target sequence (P08173 whole entry, looked up): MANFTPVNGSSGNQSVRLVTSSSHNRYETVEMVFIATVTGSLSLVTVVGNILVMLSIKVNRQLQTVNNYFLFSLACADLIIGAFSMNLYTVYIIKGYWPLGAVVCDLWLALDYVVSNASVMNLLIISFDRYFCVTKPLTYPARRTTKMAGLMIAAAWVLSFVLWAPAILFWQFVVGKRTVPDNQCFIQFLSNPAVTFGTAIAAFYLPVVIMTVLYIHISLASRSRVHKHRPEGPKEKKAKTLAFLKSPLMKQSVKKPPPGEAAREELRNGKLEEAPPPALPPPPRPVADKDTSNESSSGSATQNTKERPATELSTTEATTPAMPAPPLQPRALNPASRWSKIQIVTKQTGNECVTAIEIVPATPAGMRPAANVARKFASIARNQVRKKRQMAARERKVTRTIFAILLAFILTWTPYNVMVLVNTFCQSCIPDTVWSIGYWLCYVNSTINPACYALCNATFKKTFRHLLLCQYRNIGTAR
M5 ag = agonists of human muscarinic M5 receptor (CHRM5) | P08912 | CHO-K1 hM5 cells, Fluo-8 calcium fluorescence; 0% DMSO wells, 100% maximal acetylcholine response | activation, % at 3 µM | hit rate 0.19% among 360,000 | AID 624037;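 active means activation above the run's mean over test compounds plus 3 SD, cut at about 23% in these data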;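 further: signal is peak over basal fluorescence ratio across the kinetic read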
CHRM4 agonist = agonists of human muscarinic M4 receptor (CHRM4); CHO-K1 hM4/Gqi5, Fluo-8 calcium fluorescence; vehicle 0%, full acetylcholine response 100%; activation, % at 3 µM; hit rate 0.14% among 360,000;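 active means activation above the run mean over all test wells plus 3 SD, cut at about 32% in these data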;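 further: peak over basal fluorescence ratio per well then scaled between controls; 0% = DMSO wells and 100% = acetylcholine at EC100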
CRFR2-BP antag = antagonists of CRF-binding protein/CRF-R2 receptor complex | hit rate 0.59% among 350,000 | inhibition, % at 11.8 µM | HEK293 CRF-R2/CRF-BP, CRF-induced calcium fluorescence;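 active means inhibition of the ligand-induced calcium signal above about 50% at the single tested concentration, limit read from the data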
CRFBP-R2 agonist = agonists of human CRF-binding protein/CRF-R2 receptor complex; AID 588473; activation, % at 13.2 µM; HEK293 CRF-R2/CRF-BP, calcium dye fluorescence (FLIPR); percent of saturating CRF peptide response; hit rate 0.46% among 350,000;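 active means activation of at least 50%, plus an integration ratio under a set limit after plate pattern correction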;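 further: plate controls were neutral control wells without compound for no effect and CRF at EC100 for full effect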
M4 PAM = potentiates acetylcholine response at human M4 receptor | CHO-K1 hM4/Gqi5, Fluo-8 calcium fluorescence, ACh EC20; 0% = ACh EC20, 100% = maximal ACh | activation, % at 3 µM | hit rate 0.4% among 360,000 | AID 624126;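 active means activation above its plate's cutoff, the mean activation of sample wells plus 3 SD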; further: some results filed as inactive read as strong as hits
M5 antag = antagonists of human muscarinic M5 receptor (CHRM5); P08912; CHO-hM5 cells, Fluo-8 calcium fluorescence, ACh EC80; inhibition, % at 3 µM; hit rate 0.59% among 360,000; AID 624040;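 active means inhibition above a per-plate cutoff, the mean of that plate's test compounds plus 3 SD, cut at about 27% in these data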;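 further: 0% = acetylcholine EC80 with DMSO and 100% = DMSO without agonist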
M1 PAM = positive allosteric modulators of human M1 muscarinic receptor | AID 588819 | CHO-K1 hM1, Fluo-8 calcium fluorescence, ACh EC20; 0% = ACh EC20, 100% = maximal ACh | hit rate 0.088% among 360,000 | P11229 | activation, % at 3 µM; in the data active means activation above about 19%, passing the limit was not always enough
* marks the source's active call; other numbers are inactive results; nt = not tested or not shown; & = joins results of further samples.

SMILES | CHRM5 PAM | CHRM4 antagonist | M5 ag | CHRM4 agonist | CRFR2-BP antag | CRFBP-R2 agonist | M4 PAM | M5 antag | M1 PAM
CSc1nccc(Nc2ccccc2)c1C#N | -7 | -4 | -5 | 1 | 6 | -1.3 | 4 | 5 | 9
O=C(CS(=O)(=O)c1cn(Cc2ccc(Cl)cc2)c2ccccc12)N1CCCC1 | 0 | -2 | 2 | 5 | -34 | -0.2 | -1 | -4 | 4
CCOC(=O)c1cc(C)nnc1C(=O)OCC | -6 | -6 | 1 | 0 | -13 | 6.8 | 0 | 11 | 6
Cc1ccsc1C(=O)N1CCCC(C)(C(=O)O)C1 (configuration not stated) | -3 | -7 | 2 | 0 | nt | nt | 1 | -1 | 1
N#Cc1ccccc1NC(=O)CSc1n[nH]c(-c2ccco2)n1 | 2 | 4 | 2 | 0 | 6 | 1.1 | 9 | -2 | 13
COc1ccc(OC)c(-n2c(=S)[nH]c3cc(C(=O)N4CCC(C(N)=O)CC4)ccc3c2=O)c1 | 8 | 10 | -7 | 0 | -8 | -0.2 | -2 | 11 | 3
CSC1=NSC2=NC(=O)/C(=C\c3coc4ccccc4c3=O)C(=N)N12 | -13 | 27* | 27* | 25 | -201 | 197* | -17 | 26 | -8
Cc1cc(NC(=O)c2cc(-c3cccs3)nc3ccccc23)no1 | -13 | -4 | 1 | 11 | -23 | -0.9 | -7 | 7 | -1
COC1=CC(=NCl)C=CC1=NCl | -3 | -3 | 2 | 1 | nt | nt | 0 | -3 | 0
O=C1NC[C@H](CCCCN2C[C@H](Cc3ccc(O)cc3)N(CCc3ccc(O)cc3)C(=O)C2=O)N(CCc2ccccc2)C1=O | -6 | -4 | 2 | 2 | nt | nt | 5 | 7 | nt
COc1ccc(C)cc1S(=O)(=O)N(CC(=O)Nc1cccc([N+](=O)[O-])c1)c1ccccc1 | 3 | 0 | -1 | 6 | -19 | -0.8 | -2 | 2 | -1
COCCn1c(SCC(=O)NNC(=O)c2ccccc2)nc2ccccc2c1=O | 1 | -4 | -1 | 2 | 15 | 0.2 | 5 | -4 | 2
O=C(CN(CC1CCCO1)C(=O)CNS(=O)(=O)c1ccc(Cl)cc1)NC1CCCC1 (configuration not stated) | -3 | 0 | -2 | 0 | 2 | 0.6 | -4 | 17 | 5
Cc1ccc[n+](C2C(c3ccc([N+](=O)[O-])cc3)C(C#N)=C([S-])NC2(O)C2CC2)c1 (configuration not stated) | -2 | 10 | -12 | 0 | 16 | -1.4 | -22 | 9 | -20
C=CCOc1ccc(C2C(C(=O)c3ccco3)=C(O)C(=O)N2c2nnc(C)s2)cc1 (configuration not stated) | -3 | 6 | 6 | 2 | 83* | 6.8 | -8 | 2 | -1
COc1ccc(C2(c3ccc(OC)cc3)NC(=O)N(CC(=O)Nc3ccc(N4CCOCC4)cc3)C2=O)cc1 | 4 | -32 | 1 | 1 | 10 | 1.6 | 19 | -1 | 11
CN(C(=O)c1ccc(NC(=O)Cc2ccc(NC(=O)C3CCCN(S(=O)(=O)c4cccc([N+](=O)[O-])c4)C3)cc2)cc1)C1CCCC1 (configuration not stated) | -1 | -9 | 0 | 2 | -13 | 1.7 | -1 | -2 | 8
CCC(Cc1ccccc1)NC(=O)Cn1ncc2ccsc2c1=O (configuration not stated) | 2 | 1 | -2 | 0 | -6 | 1.0 | 4 | 4 | 16
CCOc1cc(Cl)c(NC(=O)c2ccco2)cc1OCC | -1 | -2 | -1 | -1 | 4 | 4.1 | -1 | -2 | 2
Cn1c(=O)c2c(nc(CN3CCCCC3)n2CCc2ccccc2)n(C)c1=O | -4 | -7 | -3 | 0 | 6 | -3.0 | 1 | -1 | -9
COc1cc(-c2cc(C(=O)Nc3ccc(S(N)(=O)=O)cc3)c3ccccc3n2)cc(OC)c1OC | 3 | 3 | -2 | 3 | 10 | -0.7 | 0 | 14 | -7
O=C(Nc1ccccc1Br)C1CC(=O)N(c2ccc3c4c(cccc24)CC3)C1 (configuration not stated) | 1 | 0 | -6 | 6 | -43 | 1.9 | 9 | -3 | 17
CC(=O)c1ccc(NC(=O)CC(C)S(=O)(=O)c2ccc3c(c2)CCN3C(C)=O)cc1 (configuration not stated) | -5 | 0 | 2 | 2 | -5 | 0.7 | -3 | 17 | 4
CCC(C)NC(=O)c1ccc(CS(=O)(=O)c2ccc(OC)cc2)o1 (configuration not stated) | -5 | -8 | -1 | 0 | -5 | -1.9 | -2 | 3 | 4
CSc1ccccc1C(=O)NCCOc1cccc(C)c1 | 5 | -12 | 1 | 2 | 20 | -9.2 | 7 | 1 | 11
O=C(CC1CCCCC1)N1CCCC(c2nc(-c3ccc(S(=O)(=O)N4CCCC4)cc3)no2)C1 (configuration not stated) | -2 | 2 | 3 | 3 | 7 | -1.3 | -5 | 4 | -11
CCOc1ccc(NCc2ccccc2OCc2cccc(F)c2)cc1 | 0 | -5 | -3 | 0 | 20 | -0.7 | 5 | 3 | 12
O=C(N/N=C/c1ccccc1)c1cc(=O)[nH]c2ccccc12 | 2 | -1 | -3 | 1 | 21 | 6.5 | 9 | 8 | -2
CCN(CC)C(=O)Cn1cnc2ccccc2c1=O | -3 | 1 | 1 | 1 | -11 | 6.0 | 7 | 1 | 1
CCN(CC)S(=O)(=O)c1csc(C(=O)OCC(=O)c2ccccc2)c1 | -9 | -1 | 1 | 9 | -20 | 5.3 | -6 | 1 | -3

Whole records from above. Order of values: CHRM5 PAM, CHRM4 antagonist, M5 ag, CHRM4 agonist, CRFR2-BP antag, CRFBP-R2 agonist, M4 PAM, M5 antag, M1 PAM
Profile of CCOc1cc(Cl)c(NC(=O)c2ccco2)cc1OCC = -1, -2, -1, -1, 4, 4.1, -1, -2, 2
Profile of CCN(CC)C(=O)Cn1cnc2ccccc2c1=O = -3, 1, 1, 1, -11, 6.0, 7, 1, 1

Reprinted at random: 2 entries already listed, in no set order.
SMILES | CHRM5 PAM | CHRM4 antagonist | M5 ag | CHRM4 agonist | CRFR2-BP antag | CRFBP-R2 agonist | M4 PAM | M5 antag | M1 PAM
COc1cc(-c2cc(C(=O)Nc3ccc(S(N)(=O)=O)cc3)c3ccccc3n2)cc(OC)c1OC | 3 | 3 | -2 | 3 | 10 | -0.7 | 0 | 14 | -7
O=C(CC1CCCCC1)N1CCCC(c2nc(-c3ccc(S(=O)(=O)N4CCCC4)cc3)no2)C1 (configuration not stated) | -2 | 2 | 3 | 3 | 7 | -1.3 | -5 | 4 | -11

(more compounds)
SMILES | CHRM5 PAM | CHRM4 antagonist | M5 ag | CHRM4 agonist | CRFR2-BP antag | CRFBP-R2 agonist | M4 PAM | M5 antag | M1 PAM
COc1ccc(C(=O)NC2CC2)cc1OC1CCN(Cc2ccc(SC)cc2)CC1 | -3 | 6 | -8 | 2 | -10 | -0.3 | 0 | -1 | 2
Cc1ccc2nc(N3CCN(c4cccc(C)c4C)CC3)c3nnnn3c2c1 | 4 | 0 | -7 | 1 | -9 | 1.4 | 1 | 2 | 12
C=CCN1C=C2C(=O)C(C)(OC(=O)c3cccs3)C(=O)C=C2C=C1CCCC(=O)OC (configuration not stated) | 5 | 10 | 6 | 1 | 13 | -0.3 | 4 | -5 | 8
Cn1c2ccccc2c2cc(C(=O)NNS(=O)(=O)c3ccc(F)cc3)sc21 | -11 | -12 | -10 | 12 | 18 | 0.1 | -4 | -1 | 4
O=C(C1=C[C@@H]2[C@H]3C(=O)N(c4cccc(Cl)c4)C(=O)[C@H]3[C@@H](C(=O)c3ccc(Cl)cc3)N2C=C1)c1ccccc1 | -4 | 3 | -2 | 1 | -40 | 32 | -2 | 3 | -4
O=C(O)C1=C[C@H](c2csc3ccccc23)C[C@H](OCc2ccc(CO)cc2)O1 | 0 | 3 | -2 | 1 | -3 | -1.1 | 4 | 13 | 7
CCc1ccc(CNc2ccc(N3CCN(C(C)=O)CC3)cc2)cc1 | 1 | 2 | -3 | 2 | -19 | 1.8 | 1 | 1 | 1
O=c1oc2ccccc2n1CCCOc1ccccc1 | -1 | -4 | -2 | 0 | 19 | 0.2 | -2 | -4 | 4
COc1ccc(NC(=S)Nc2ccccc2)cc1 | -1&-4 | -6&6 | 0&-1 | 1&1 | 15&6 | 0.2&-0.7 | 1&0 | 8&9 | 7&5
COC(=O)[C@]12C(=O)NC[C@H](CN1c1ccc(Cl)c(C)c1)N2C | 5 | -8 | 0 | 0 | 12 | -3.0 | 7 | 2 | 12
CC(=O)NC1(c2ccccc2)CCN(CC(=O)N2CCC(C)CC2)CC1 | -1 | -7 | -8 | 0 | 15 | 0.1 | 4 | -4 | 6
Nc1ccc2nc(N)sc2c1 | 7 | 6 | 1 | 0 | 3 | 0.0 | 1 | 8 | 6
COC(=O)CSc1nc2ccc(NC(=O)c3ccccc3C(=O)N3CCOCC3)cc2s1 | -12 | 1 | 3 | 14 | -4 | 0.6 | -2 | 18 | -7
O=c1c2c([nH]n1-c1ccccc1)CCSC2 | -3 | -4 | -1 | 0 | -7 | 5.5 | -5 | 1 | 4
O=C(NCC1CCN(Cc2ccccc2F)CC1)C1CCCN(c2ncnc3c2nc2n3CCCCC2)C1 (configuration not stated) | -4 | 52* | -9 | -1 | 3 | 2.3 | -21 | -7 | -24
CCOC(=O)N1CCC(NC(=O)c2ccc(CO)c(C(=O)NC3CCN(C(=O)OCC)CC3)c2)CC1 | 0 | -3 | 1 | 0 | 2 | -0.5 | 0 | 1 | 5
CCC(=O)Nc1cccc(NC(=O)c2ccccc2Cl)c1 | -2 | 2 | -2 | 2 | 18 | -0.6 | -5 | 0 | 1
Cc1cccc(CN2CCN(C3CN(Cc4cn(Cc5cc(C)cc(C)c5)nn4)S(=O)(=O)C3)CC2)c1 (configuration not stated) | 1 | -21 | 0 | 2 | nt | nt | 5 | 0 | nt
Cc1nc2ccccc2c2c(N)c3ccccc3n12 | 2 | -4 | 2 | 2 | 1 | -0.8 | -2 | 3 | 3
Clc1ccc(C2=CSC3=NCCN23)cc1Cl | -10 | 10 | -11 | 3 | 6 | -2.7 | -8 | 16 | -21
Cc1ccc(S(=O)(=O)Nc2ccc3nc(C)sc3c2)c(C)c1 | -30 | 10 | 6 | 11 | -6 | 0.1 | -8 | 24 | -13
CC(C)(C)C(=O)Nc1ccc(-c2cc3cc(Cl)ccc3o2)cc1 | -5 | 0 | 1 | 0 | -3 | -1.2 | -16 | 9 | 8
CCOc1ncccc1C(=O)Nc1cccc(S(=O)(=O)NC2=NCCC2)c1 | 2 | 0 | 0 | 1 | -4 | -0.2 | 2 | 1 | -1
C/C=C/c1ccc(Oc2nnnn2-c2ccc(C(=O)O)cc2)c(OC)c1 | 6 | 13 | -1 | 1 | 2 | -0.1 | 15 | 1 | 10
COc1ccc(CNC(=O)COC(=O)CCCOc2ccc(Cl)cc2Cl)cc1 | 1 | -2 | -1 | 4 | 9 | 1.1 | 0 | 3 | 12
CNC(=S)Nc1cc(C)ccc1OC(F)F | 2 | 6 | 0 | 0 | -1 | 0.3 | -3 | 2 | -5
COc1cccc(C(c2nnnn2Cc2ccccc2)N2CCN(C(=O)c3ccco3)CC2)c1OC (configuration not stated) | -7 | -1 | 0 | 10 | 1 | 0.4 | -10 | -1 | -6
Cc1cccn2c(=O)c3cc(C#N)c(=NC(=O)c4cccnc4)n(CC4CCCO4)c3nc12 (configuration not stated) | -5 | 0 | 2 | 0 | -18 | 56* | 18 | 2 | 1
COc1ccc(CCNC(=O)C2CCN(c3ccc(N4CCOCC4)nn3)CC2)c(OC)c1 | -7 | -7 | 1 | 1 | 4 | -1.4 | 1 | -1 | 6
CCCCCCCC/C=C\CCCCCCCC(=O)NCCO | -2 | 3 | 0 | 0 | -23 | 3.1 | -4 | 4 | 7
